Screens (PubChem)
M18AAP inhibitor: blocks P. falciparum M18 aspartyl aminopeptidase; recombinant PfM18AAP, H-Glu-NHMec fluorogenic cleavage; inhibition, % at 7.35 µM; actives 1.2% (n = 290,000); AID 1822;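 active means inhibition above the campaign mean inhibition over all tested compounds plus 3 SD, cut at about 28% in these data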;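 further: 0% = plate median of test compound wells and 100% = 2 mM ZnCl2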
MEKK2wt PB1 HTS: raises or lowers MEK5 binding to wildtype human MEKK2 PB1 domain; Q9Y2U5; binding response (% of control), % at 10 µM; AID 1531; bead flow cytometry, Alexa488-MEK5 binding to MEKK2 WT; actives lie on both sides; actives 1.1% (n = 290,000); in the data active means binding response below about 67% or above about 130%
FID counter: fluorescent intercalator displacement, NS3 helicase counter-screen. actives 0.17% (n = 290,000). DNA fluorescent intercalator displacement, fluorescence. inhibition, % at 7.9 µM; in the data active means inhibition above about 37%;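 further: 0% = vehicle and 100% = reference compound; higher means more ethidium bromide displaced from hairpin DNA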
MEKK2 mut-MEK5: signal of MEK5 binding to mutant human MEKK2 PB1 domain. actives 0.35% (n = 290,000). bead flow cytometry, Alexa488-MEK5 binding to MEKK2 mutant. AID 1530. percent response, % at 10 µM; in the data active means percent response above about 24%, passing the limit was not always enough; further: inactives centre near 1; some results filed as inactive read as strong as hits; reference of the scale not given here
MEKK3 PB1 HTS: MEKK3-MEK5 PB1 interaction, increase or decrease; actives 1.4% (n = 290,000); Q99759; binding response (% of control), % at 10 µM; bead-based flow cytometry, Alexa488-MEK5 binding to MEKK3; actives lie on both sides; 0 = blocked by unlabeled MEK5, 100 = vehicle;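 active means binding response more than 3 SD above or below the average of its plate-row segment, actives on both sides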;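 further: Alexa488 bead fluorescence after subtracting the streptavidin-only scavenger bead signal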
Target sequence (Q99759 whole entry, looked up): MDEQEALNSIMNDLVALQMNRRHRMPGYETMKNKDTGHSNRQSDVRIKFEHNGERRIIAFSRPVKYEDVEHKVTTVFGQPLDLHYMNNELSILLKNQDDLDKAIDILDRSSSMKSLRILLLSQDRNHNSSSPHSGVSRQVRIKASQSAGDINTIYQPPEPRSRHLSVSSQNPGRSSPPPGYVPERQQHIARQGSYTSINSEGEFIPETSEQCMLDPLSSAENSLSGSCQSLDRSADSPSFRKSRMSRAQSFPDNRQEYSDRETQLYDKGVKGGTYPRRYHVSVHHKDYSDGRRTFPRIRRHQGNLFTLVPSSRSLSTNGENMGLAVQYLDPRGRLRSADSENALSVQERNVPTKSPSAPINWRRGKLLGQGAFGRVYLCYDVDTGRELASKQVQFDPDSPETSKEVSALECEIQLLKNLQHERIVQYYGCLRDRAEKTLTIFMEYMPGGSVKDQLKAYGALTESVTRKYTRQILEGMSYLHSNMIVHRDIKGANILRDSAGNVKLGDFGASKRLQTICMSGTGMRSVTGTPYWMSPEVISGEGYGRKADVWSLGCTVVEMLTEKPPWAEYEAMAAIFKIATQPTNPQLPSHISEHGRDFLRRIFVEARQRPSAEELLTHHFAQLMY
OXTR agonist: agonists of human oxytocin receptor | activation, % at 3 µM | CHO-OTR cells, Fluo-8 calcium fluorescence; normalized: DMSO 0%, oxytocin 100% | actives 0.32% (n = 320,000) | P30559 | AID 2435;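 active means activation above the mean of all tested compounds plus 3 SD, cutoff set per screening run, cut at about 20% in these data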;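 further: peak over basal fluorescence ratio from a 100 s FLIPR kinetic read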
Target sequence (P30559 whole entry, looked up): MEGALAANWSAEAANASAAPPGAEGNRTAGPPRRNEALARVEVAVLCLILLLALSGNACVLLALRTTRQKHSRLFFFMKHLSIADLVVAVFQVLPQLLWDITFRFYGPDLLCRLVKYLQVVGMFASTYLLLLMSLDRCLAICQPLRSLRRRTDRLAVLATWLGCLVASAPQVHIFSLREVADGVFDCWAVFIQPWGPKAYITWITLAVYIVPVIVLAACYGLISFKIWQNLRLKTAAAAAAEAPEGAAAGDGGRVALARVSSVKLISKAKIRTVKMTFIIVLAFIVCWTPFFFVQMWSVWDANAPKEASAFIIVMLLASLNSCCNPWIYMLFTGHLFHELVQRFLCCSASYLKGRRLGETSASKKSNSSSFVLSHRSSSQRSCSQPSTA
NALP1 yeast inh: inhibitors of NALP1 inflammasome in yeast | S. cerevisiae NALP1/ASC/caspase-1 growth, X-gal OD620, 72 h | inhibition, % at 10 µM | actives 0.61% (n = 280,000); in the data active means inhibition mostly above about 24%, no sharp cut-off; inactive means mostly below about 32%; further: some compounds called inactive have numbers as strong as hits
GPR7 antag: human neuropeptides B/W receptor 1 antagonism; actives 1.1% (n = 290,000); GPR7-expressing cells, fluorescence antagonist assay; inhibition, % at 4.4 µM; P48145; AID 1861; in the data active means inhibition above about 16%, passing the limit was not always enough;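 further: cells stimulated with the agonist NPW; 0% = agonist with vehicle and 100% = vehicle without agonist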
PHOSPHO1 block: inhibitors of human PHOSPHO1 phosphatase; Q8TCT1; recombinant PHOSPHO1, absorbance phosphatase assay; inhibition, % at 13.3 µM; AID 1565; actives 1.1% (n = 290,000); in the data active means inhibition above about 60%
Numbers without * were called inactive; nt = no result given; & = joins results of further samples; [ ] = remark or other dose.

SMILES | M18AAP inhibitor | MEKK2wt PB1 HTS | FID counter | MEKK2 mut-MEK5 | MEKK3 PB1 HTS | OXTR agonist | NALP1 yeast inh | GPR7 antag | PHOSPHO1 block
O=C(NCc1ccc2c(c1)OCO2)Nc1ccc([N+](=O)[O-])cc1 | -2 | 102 | 8 | -1 | 100 | nt | -2 | 0 | 31
O=C(c1ccccc1Br)N1N=C(c2ccccc2)CC1c1ccccc1F (configuration not stated) | 2 | 100 | -24 | -2 | 107 | -1.2 | 20 | -11 | 18
Cc1ccc(OCCNC(=O)Cn2cnc3c(=O)n(C)c(=O)n(C)c32)cc1C | 2 | 124 | -5 | 18 | 121 | -0.7 | 7 | -11 | 0
COc1ccc(N(CN2C(=O)c3ccccc3C2=O)C(=O)C(C)C)cc1 | -1 | 106 | -20 | 12 | 102 | -1.3 | 3 | 1 | 4
CCc1ccc(OC(C)C(=O)N(Cc2ccccc2)C2CCS(=O)(=O)C2)cc1 (configuration not stated) | 4 | 96 | -44 | 3 | 100 | -0.1 | 0 | 0 | 42
N=c1c(S(=O)(=O)c2ccc(Cl)cc2)cc2c(=O)n3ccccc3nc2n1CC1CCCO1 (configuration not stated) | 0 | 100 | 0 | -1 | 100 | -0.6 | 19 | -1 | -9
CN1C(=O)/C(=C\c2cc(Br)cs2)c2ccccc21 | 0 | 91 | 9 | -2 | 96 | -0.9 | 13 | -2 | 32
CCCNC(=O)NC(=O)CSc1nnc(C)n1N | 12 | 94 | -4 | -6 | 94 | 0.3 | -3 | -6 | 2
CCn1c(C)nc2cc(C(=O)NNC(=S)NC(=O)c3ccccc3)ccc21 | 13 | 89 | -16 | -7 | 99 | -0.9 | -6 | -7 | 20
CCc1nnc(NC(=O)c2ccc3ccccc3n2)s1 | 13 | 97 | -29 | -1 | 112 | -0.5 | -16 | 2 | -100

One compound at a time (already shown). Screens in order: M18AAP inhibitor | MEKK2wt PB1 HTS | FID counter | MEKK2 mut-MEK5 | MEKK3 PB1 HTS | OXTR agonist | NALP1 yeast inh | GPR7 antag | PHOSPHO1 block
`CCc1nnc(NC(=O)c2ccc3ccccc3n2)s1` reads 13 | 97 | -29 | -1 | 112 | -0.5 | -16 | 2 | -100
`CCCNC(=O)NC(=O)CSc1nnc(C)n1N` reads 12 | 94 | -4 | -6 | 94 | 0.3 | -3 | -6 | 2
`O=C(c1ccccc1Br)N1N=C(c2ccccc2)CC1c1ccccc1F` (configuration not stated) reads 2 | 100 | -24 | -2 | 107 | -1.2 | 20 | -11 | 18

(more compounds)
SMILES | M18AAP inhibitor | MEKK2wt PB1 HTS | FID counter | MEKK2 mut-MEK5 | MEKK3 PB1 HTS | OXTR agonist | NALP1 yeast inh | GPR7 antag | PHOSPHO1 block
O=C(O)c1ccc(N2C(=O)C3C4c5ccccc5C(Br)(c5ccccc54)C3C2=O)cc1 (configuration not stated) | -2 | 98 | -30 | -3 | 100 | 0.3 | -9 | -2 | 44
Cc1nn(C)c(=O)c(N)c1-c1cc(-c2ccc(Cl)c(Cl)c2)n[nH]1 | 3 | 103 | -5 | 1 | 108 | 13 | 9 | 0 | 25
OC(Cc1cccnc1)(Cc1cccnc1)c1cc2ccccc2[nH]1 | -1 | 108 | -8 | 0 | 120 | 1.4 | 27 | -8 | -8
O=C(NC(=S)Nc1cccc(C(F)(F)F)c1)c1ccc2nonc2c1 | 0 | 104 | 4 | 1 | 100 | -1.6 | -8 | -1 | 2
O=C(O)CCn1c(SCc2ccccc2)nc2ccccc21 | 4 | 0.0*[inhibitor] | -6 | -21 | 0.0*[inhibitor] | 0.3 | 2 | -7 | -1
CN(CC(=O)Nc1cccc2c1CCCC2)S(=O)(=O)c1ccc(Br)cc1 | 4 | 94 | -2 | -3 | 94 | 0.3 | 5 | 1 | 17
CCCc1nnc(SCC(=O)Nc2ccc(Cl)cc2Cl)o1 | 5 | 100 | -6 | 2 | 101 | 1.1 | -4 | -7 | 27
O=C(CN1C(=O)S/C(=C/c2ccncc2)C1=O)N1CCOCC1 | 4 | 99 | -5 | -2 | 95 | -0.1 | 22 | -11 | 2
Clc1cccc(N/N=C/c2ccc(N3CCOCC3)s2)c1 | 6 | 112 | -6 | 0 | 118 | -0.5 | 7 | 0 | -11
Cc1ccc(C(=O)N2CCN(c3ccccc3)CC2)cc1C | 1 | 98 | -19 | -1 | 100 | -1.9 | 30 | 6 | -36
O=C(N/C(=C/c1ccc(F)cc1)C(=O)N1CCOCC1)c1ccccc1 | 1 | 97 | -11 | 3 | 99 | nt | 26 | -12 | nt
O=C(Nc1ccccc1)Nc1ccc2ccccc2n1 | -6 | 113 | -14 | 15 | 108 | -0.6 | 11 | -23 | 27
CN(Cc1cn(C)nc1-c1ccccc1F)C1CCOC1 (configuration not stated) | 0 | 88 | 2 | -9 | 97 | -0.1 | -7 | -7 | 29
COCCNC(=O)c1cc2c3ccccc3n(C)c2s1 | -3 | 103 | -11 | -1 | 105 | -1.3 | -16 | -11 | 18
CCCC(=O)c1c(NC(C)C)cc(C)oc1=O | 3 | 101 | -3 | 8 | 104 | -1.4 | -4 | 11 | -45
COc1ccccc1NC(=S)N(Cc1cccnc1)Cc1ccco1 | 11 | 95 | 4 | -1 | 106 | -1.6 | -4 | 17 | 24
Brc1ccc(-c2ccc(/C=N/Nc3nc4ccccc4[nH]3)o2)cc1 | 15 | 122 | -4 | 3 | 97 | 0.0 | 23 | -3 | 14
COC(=O)c1ccc(-n2c(C)cc(-c3csc(NC(=O)c4ccc(S(=O)(=O)N(C)C)cc4)n3)c2C)cc1 | 12 | 99 | -10 | -2 | 101 | 1.7 | 22 | 2 | -24
CCCn1c(=O)c(C(=O)NCCc2ccc(OC)c(OC)c2)c(O)c2ccccc21 | -2 | 105 | -25 | 6 | 102 | nt | 6 | -31 | 44
O=C(O)c1cc(Cl)c(Cl)cc1C(=O)N1CCCC1 | -5 | 107 | -3 | -1 | 99 | 0.6 | 1 | -6 | -1
COc1ccc(OC)c(N=C2C(=O)Nc3ccccc32)c1 | 3 | 100 | 5 | 0 | 100 | 0.0 | 12 | -2 | -34
CCOc1cccc(N2C(=O)CC(N(CCc3ccc(OC)c(OC)c3)C(=O)CC)C2=O)c1 (configuration not stated) | -9 | 100&57 | -27 | 2&-62 | 102&88 | -1.4 | 11 | -20 | -11
CCOc1ccc(OCCSc2nc3ccccc3[nH]2)cc1 | -2 | 108 | -6 | -2 | 101 | 4.5 | -42 | -4 | -13
O=C(CC(C(=O)O)N1CCOCC1)Nc1ccc(Cl)cc1 (configuration not stated) | -1 | 97 | 7 | 3 | 101 | 0.7 | 16 | -12 | 4
O=C(Nc1ccc2c(c1)OCCO2)C1CCCN1C(=O)Nc1ccc(F)cc1 (configuration not stated) | -11 | 103 | -7 | 6 | 101 | 2.6 | 15 | -4 | 15
Cc1noc(C)c1COC(=O)CCOc1ccccc1 | -2 | 95 | -5 | -3 | 97 | -0.1 | -19 | 9 | 3
CC(=O)c1ccc(OCc2cc(C(=O)N(C)CCOc3ccc(C)cc3)no2)cc1 | -5 | 106 | -48 | 5 | 101 | 5.3 | 7 | 3 | 14
COc1cc(/C=N/n2cnnc2)ccc1Oc1nc(Cl)ncc1F | 1 | 98 | 8 | -2 | 105 | 1.1 | 8 | 2 | -10
CCOc1ccc(OCCOCCN2CCCC2)cc1 | 6 | 102 | 5 | 2 | 99 | 1.6 | -3 | -13 | -76
Cc1nnc(SC/C=C/c2ccccc2)n(N)c1=O | -1 | 99 | 0 | -2 | 107 | 2.9 | -3 | -9 | 24
N#CC1=C(S)N(c2ccccc2)C(c2cccs2)NC1=O (configuration not stated) | 8 | 105 | -6 | 5 | 105 | -0.2 | 16 | -4 | 51
O=c1cc(O)n(-c2ccccc2)c(=S)[nH]1 | -3 | 104 | -7 | 5 | 106 | -0.8 | -82 | -3 | 4
COc1ccc(N2CCN(C(=O)c3cccc(Br)c3)CC2)c([N+](=O)[O-])c1 | 3 | 104 | -24 | 3 | 107 | 0.9 | -12 | 5 | 51
O=C(Nc1cccc(Br)c1)c1cc(S(=O)(=O)N2CCOCC2)cs1 | 2 | 107 | 0 | 10 | 107 | -0.1 | 22 | 19 | 18
O=C(Nc1ccc(Br)cc1)c1ccc(-n2cnnn2)cc1 | -2 | 104 | -4 | 6 | 103 | 2.3 | -16 | 1 | 20
CCNC(=O)NC(=O)C(C)OC(=O)CCS(=O)(=O)c1ccc(C)cc1 (configuration not stated) | -1 | 94 | -3 | -13 | 97 | -0.9 | 12 | -9 | 1
CSc1cccc(NC(=S)N(Cc2ccc(C)cc2)Cc2ccccn2)c1 | -1 | 104 | -10 | -5 | 102 | -1.4 | 7 | 2 | -12
Cc1cccc(C(=O)OCC(=O)NC(C)CCc2ccccc2)c1O (configuration not stated) | -7 | 107 | -37 | 5 | 105 | -0.8 | 9 | -6 | 20
COc1ccc(-c2nnc3sc(CN4C(=O)c5ccccc5C4=O)nn23)cc1 | nt | 99 | nt | 5 | 101 | -1.8 | -3 | nt | 29
Cc1ccccc1C(=O)Nc1nc(=S)ss1 | 4 | 108 | -4 | 14 | 107 | 1.1 | -4 | -4 | 30
O=S(=O)(c1ccc2c(c1)OCCCO2)N1CCNCC1 | 2 | 105 | 4 | 0 | 104 | -0.9 | 37 | 3 | -11
CC1CCN(c2ccc(/C=N/n3nnnc3N)cc2[N+](=O)[O-])CC1 | -10 | 102 | -1 | 0 | 99 | -1.1 | -7 | 0 | 24
O=C(Cn1ccc(C(F)(F)F)n1)N/N=C/c1ccc(N2CCOCC2)cc1 | 0 | 95 | -7 | 0 | 99 | 0.3 | -7 | -6 | 23
O=C(Nc1ccccc1)N1CCC(c2ccccc2)C1 (configuration not stated) | 3 | 105 | -6 | 3 | 98 | -1.2 | -2 | -3 | 16
Cc1cc(=O)oc2cc(OC(C)C(=O)NCC3CCC(C(=O)O)CC3)c(Cl)cc12 (configuration not stated) | 0 | 107 | -29 | 4 | 105 | 0.0 | 3 | 3 | 29
O=C(O)C1Cc2ccccc2CN1C(=O)c1ccccc1 (configuration not stated) | -3 | 105 | -4 | 7 | 105 | 0.0 | 22 | -3 | -18
O=C(c1cccc(C(F)(F)F)c1)N1CCN(C2CCCCC2)CC1 | 9 | 105 | -3 | -3 | 99 | -0.8 | 16 | -6 | 12
COc1cc(C(=O)NC(C)C2CC3CCC2C3)cc(OC)c1OC (configuration not stated) | -7 | 106 | -29 | 11 | 100 | -2.4 | 13 | -7 | 19
Cc1ccc(Nc2nnc(SCC(=O)Nc3ccc(S(=O)(=O)N4CCOCC4)cc3)s2)cc1 | 1 | 95 | -7 | -2 | 100 | -0.8 | 49 | -6 | 29
CN(C)C(=O)c1cc2cc(Br)ccc2s1 | -5 | 102 | -7 | 0 | 107 | -2.5 | -1 | -4 | 28
Remaining list, next part.
SMILES | M18AAP inhibitor | MEKK2wt PB1 HTS | FID counter | MEKK2 mut-MEK5 | MEKK3 PB1 HTS | OXTR agonist | NALP1 yeast inh | GPR7 antag | PHOSPHO1 block
COc1ccc(CNC(=O)C(C)NCc2ccc(S(N)(=O)=O)cc2)cc1 (configuration not stated) | 1 | 103 | -1 | -2 | 101 | -0.4 | 16 | 4 | 6
CCc1nnc(NC(=O)C2(C)COC(c3ccccc3)OC2)s1 (configuration not stated) | -3 | 108 | -10 | 5 | 105 | 0.7 | 5 | -9 | 4
CC(=O)NCCNC(=O)c1cc(-c2cccc3ccccc23)nc2ccccc12 | 5 | 107 | -18 | 5 | 102 | -1.2 | 0 | -8 | -21
O=C(CSc1nnc(-c2ccccc2O)o1)Oc1ccc(OCc2ccccc2)cc1 | 2 | 98 | -2 | 1 | 102 | 1.3 | 17 | -4 | 19
CC(=O)Nc1ccc(C(=O)N/C(=C/c2ccccc2)C(=O)Nc2cccc(C(=O)O)c2)cc1 | -16 | 101 | -7 | -1 | 102 | 0.2 | 17 | 1 | 45
CCOc1cc(/C=N/NC(=O)C2CC2)ccc1OC(C)C | -4 | 103 | -16 | -2 | 102 | nt | 16 | 0 | 51
